Screening data from PubChem.
TNAP inh Pi: blocks human TNAP phosphate release. P05186. purified TNAP, pNPP, malachite green phosphate absorbance. inhibition, % at 20 µM. 21,000 tested, under 10 active
Target sequence (P05186 whole entry, looked up): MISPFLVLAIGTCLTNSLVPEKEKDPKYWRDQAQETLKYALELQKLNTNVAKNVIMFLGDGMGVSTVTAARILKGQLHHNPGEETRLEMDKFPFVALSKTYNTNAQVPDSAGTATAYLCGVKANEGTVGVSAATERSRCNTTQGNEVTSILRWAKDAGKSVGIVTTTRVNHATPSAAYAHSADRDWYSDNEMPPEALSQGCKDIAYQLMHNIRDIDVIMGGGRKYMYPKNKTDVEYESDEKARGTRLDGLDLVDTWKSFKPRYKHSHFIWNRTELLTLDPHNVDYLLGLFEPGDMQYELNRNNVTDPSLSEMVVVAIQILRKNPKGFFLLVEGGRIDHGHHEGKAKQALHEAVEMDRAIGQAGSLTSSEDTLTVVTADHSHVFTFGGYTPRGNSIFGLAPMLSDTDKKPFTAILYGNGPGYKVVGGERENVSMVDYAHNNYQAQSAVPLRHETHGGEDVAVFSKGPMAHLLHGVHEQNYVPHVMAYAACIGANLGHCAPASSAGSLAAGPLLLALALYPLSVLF
TNAP pNPP inh: human TNAP inhibition, p-nitrophenol detection | P05186 | purified TNAP, pNPP hydrolysis, absorbance 405 nm | inhibition, % at 20 µM | 21,000 tested, under 10 active | AID 615;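 further: 0% = DMSO only wells and 100% = 1 mM levamisole wells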
* hit, by the source's call.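 How the source made its calls: active means inhibition above 50% at the 20 µM single-dose screen; inactive means the rest.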 The list is partial; rates above refer to the full screens.

mol	TNAP inh Pi	TNAP pNPP inh
CCCn1c2c(c(O)c(C(=O)Nc3nc(C)cs3)c1=O)CCCC2	11	6
CCc1nc(NCC2CCCO2)c(C#N)c2c1COC(C)(C)C2 (centres undefined)	0	0
C1CCc2c(nnc3c2-c2nonc2CC3)C1	6	-2
Nc1nonc1-c1noc(-c2ccccc2)n1	0	0
COC(=O)C(C(=O)OC)C(C(C)C)C(C(=O)OC)C(=O)OC	10	8
c1ccc(Cn2nnnc2C(c2cccs2)N2CCOCC2)cc1 (centres undefined)	7	0
Brc1cccc(-c2n[nH]c(-c3ccccc3)n2)c1	11	3
COC(=O)CSC1=C(C#N)C(c2ccc(Cl)cc2)C(C(=O)OC)C(=O)N1 (centres undefined)	7	1
Cn1c(N)c(S(=O)(=O)c2ccc(Br)cc2)c2nc3ccccc3nc21	5	1
CCOC(=O)NC(O)C(=O)c1cccs1 (centres undefined)	6	5
O=C1C2C3C=CC(C3)C2C(=O)N1CCCCN1C(=O)C2C3C=CC(C3)C2C1=O (centres undefined)	12	6
CCC(=O)Nc1ccc2c(c1)nc1n2CCSC1	4	1
CC(=O)O[C@]1(C(C)=O)CC[C@H]2[C@@H]3C=C(C)C4=CC(=O)CC[C@]4(C)[C@H]3CC[C@@]21C	10	4
CCOc1ccccc1N1CCN(c2nc3ccccc3nc2C(C#N)C(=O)OC)CC1 (centres undefined)	-6	-7
N#Cc1c2ncn(CC(=O)c3ccc(Br)cc3)c(=O)c2c2n1CCC2	-4	4
Cn1c(=O)n(C)c2cc(S(=O)(=O)NCc3ccccc3)ccc21	12	4
O=C(NCc1nc2ncc(Br)cc2[nH]1)c1ccccc1	6	-1
CN(C)CCCNc1oc(-c2cccc(Cl)c2)nc1C#N	6	-2
CC1(C)CC(=O)C=C(Nc2ccc(Br)cn2)C1	3	4
COc1ccc(O)c(C(=O)c2cc(C#N)c(=O)n(CCN3CCOCC3)c2)c1	8	2
CC(C)c1nc2sc3c(c2c(=O)o1)CCCC3	0	0
NC(=O)c1ccccc1OCCOCCOCCOc1ccccc1C(N)=O	0	0
CCOC(=O)C1=C(CSc2nc(C)cc(C)c2C#N)OC(N)=C(C#N)C1c1cccs1 (centres undefined)	-4	4
O=C(NCC1(N2CCOCC2)CCCCC1)c1ccc(Cl)c(S(=O)(=O)NCc2ccco2)c1	17	6
CCOc1ccc(/C(O)=C2/C(=O)C(=O)N(c3nc(C)c(C)s3)C2c2ccco2)cc1 (centres undefined)	-5	9
COc1cccc(OCCOc2c(OC)cccc2OC)c1	5	1
Nc1nc(CN2CCN(c3cccc(Cl)c3)CC2)nc(N2CCCc3ccccc32)n1	6	3
O=C(c1cc(-c2ccccc2)on1)N1CCN(Cc2ccc3c(c2)OCO3)CC1	11	-2
Cc1ccccc1Oc1ccc(Oc2ccccc2C)nn1	1	5
c1ccc2[nH]c(NCCN3CCOCC3)nc2c1	19	4

The list goes on.
mol	TNAP inh Pi	TNAP pNPP inh
CS(=O)(=O)N(CC(=O)O)c1ccc2c(c1)OCO2	9	6
COc1ccccc1N=Cc1nc(-c2ccccc2)oc1OC(C)=O	0	0
Cc1nc(NCC2CCCO2)c2nnn(Cc3ccccc3Cl)c2n1 (centres undefined)	6	2
COc1ccc(OC)c(-n2cnnn2)c1	11	7
COC(=O)C1C(=O)C=C(N2CCOCC2)CC1(C)C (centres undefined)	10	4
Cc1cc(NC2C3CC4CC(C3)CC2C4)n2nnnc2n1 (centres undefined)	4	-1
COC(=O)c1sc(N)c(C(=O)OC)c1CSc1nnc(-c2ccccc2Cl)n1C	7	1
CCOc1ccc2c(C)nc(NC3=NC(C)(C)C=C(C)N3)nc2c1	0	0
CC1CN(S(=O)(=O)c2ccc(NC(=O)CCCN3C(=O)c4ccccc4C3=O)cc2)CC(C)O1 (centres undefined)	10	2
CCOC(=O)c1cc(CNC(=O)c2c(C)oc3c2CCCC3)c(C)o1	8	2
c1ccc(Cc2nnc3sc(-c4ccncc4)nn23)cc1	-13	1
CC1CCN(S(=O)(=O)c2cccc(C(N)=O)c2)CC1	10	1
CNC(=O)CSc1nnc(-c2cccnc2)n1CCc1ccccc1	11	3
CNCCC(Oc1ccc(C(F)(F)F)cc1)c1ccccc1 (centres undefined)	0	-2
CCCCn1c(C)cc2cc(O)ccc21	-18	6
CC(=O)C(C)Oc1ccc2c3c(c(=O)oc2c1)CCCC3 (centres undefined)	6	4
O=S(=O)(c1ccc(OCC(O)CNCc2ccco2)c(Cl)c1)N1CCOCC1 (centres undefined)	9	3
COc1cccc(C2C(C(=O)c3cccs3)=C(O)C(=O)N2c2cc(C)on2)c1 (centres undefined)	3	-2
CN(C)S(=O)(=O)c1cccc2nsnc12	8	5
COC(=O)CSc1nnc(CNS(=O)(=O)c2ccc(C)cc2)n1C	6	6
COC(=O)c1c(NC(=O)c2nn(C)cc2Cl)sc2c1CCCC2	11	7
CCOC(=O)c1sc(/N=C/Nc2nc(C)c(C(=O)OCC)s2)nc1C	0	0
COc1ccc2nc(COC(=O)c3ccco3)c(C(C)=O)[n+]([O-])c2c1	8	5
Cc1ccccc1NC(=O)NCc1ccco1	-1	-5
N#Cc1c2n(cnc1=O)CCCCC2	0	0
CCOC(=O)c1cc2c(=O)n3ccccc3nc2n(Cc2ccccc2Cl)c1=N	0	0
Cc1cc(C)c(NC(=O)CS(=O)CC(=O)N2CCN(c3ccccc3)CC2)c(C)c1 (centres undefined)	0	-4
CCOC(=O)c1[nH]c2ccc(F)cc2c1NC(=O)CN1CCc2cc(OC)c(OC)cc2C1	4	-1
Cc1cc(C)nc(N(C#N)CN2C(=O)c3ccccc3S2(=O)=O)n1	-15	4
Cc1n[nH]c(C)c1Cc1ccc(C(=O)O)cc1	9	2

(list continues)
mol	TNAP inh Pi	TNAP pNPP inh
O=C(CSC1=NC(=O)C(Cc2ccccc2)C(=O)N1)Nc1ncccn1 (centres undefined)	-9	2
CC(C)(C)C(=O)CSc1nc2ncc(Br)cc2[nH]1	9	2
Cc1nnc(SCC(=O)N2CCc3ccccc32)s1	-8	-10
COCCNC(=O)COc1ccccc1Cl	-5	-7
O=C(O)C(Oc1ccc2c3c(c(=O)oc2c1)CCC3)c1ccccc1 (centres undefined)	-10	-16
Cc1ccc2nc(-c3ccccc3Cl)cc(C(=O)Nc3cc(C)on3)c2c1	11	0
OC(CCN1CCCCC1)(c1ccccc1)C1CCCCC1 (centres undefined)	7	0
Cc1cccc(OCC(=O)NCC(=O)n2nc(C)cc2C)c1	-4	0
CC(=O)C1=C(O)C(=O)N(c2cccc(C(=O)O)c2)C1c1ccccc1F (centres undefined)	3	-1
COc1ccc(C2/C(=C(/O)c3ccc(Cl)cc3)C(=O)C(=O)N2CCN2CCOCC2)c(OC)c1 (centres undefined)	10	2
N#CC1=C(N)N2C(=C(C#N)C1c1ccccc1)Sc1ccccc12 (centres undefined)	-26	-8
O=C(Nc1ccc2c(c1)OCCO2)c1ccc(Cl)c(S(=O)(=O)N2CCOCC2)c1	2	-1
COC(=O)NC1CSCC1OC(=O)c1ccc(Br)cc1 (centres undefined)	4	-4
O=S(=O)(c1cccc(-c2csc(-c3cccnc3)n2)c1)N1CCCCC1	1	3
COc1ccc(OC)c(C2C(C(C)=O)=C(O)C(=O)N2c2ccc(F)cc2)c1 (centres undefined)	10	7
CCOc1ccc2cc(S(=O)(=O)N3CCOCC3)ccc2c1	4	6
C=CCn1c(=S)[nH]c2ccc(Br)cc2c1=O	8	2
CN1CCc2c(c3c(n2C)CCN(C)[C@@H]3c2cccnc2)[C@H]1c1cccnc1	4	1
O=C(NCc1ccco1)c1cccc(NC(=O)c2ccccc2)c1	4	1
CC(=O)Nc1c(C(=O)c2ccccc2)oc2ccccc12	3	3
CN1CCN(Cc2nc3c([nH]2)c(=O)[nH]c(=O)n3C)CC1	6	1
COC(=O)C(C#N)c1nc2ccccc2nc1N1CCCC1 (centres undefined)	5	1
CC(=O)c1c(C)[nH]c(C(=O)CSc2nnc(-c3ccco3)n2Cc2ccccc2)c1C	12	2
COc1ccc(OCCSc2nc3ccccc3c(=O)[nH]2)cc1	-7	-11
CCOC(=O)c1ccccc1NC(=O)C(C)Oc1ccccc1 (centres undefined)	12	5
CC(C)c1c(O)nc(SCc2ccccc2)[nH]c1=O	-7	1
Cc1ccc(C(C)NC(=O)C2CCCO2)cc1C (centres undefined)	-16	4
CC(=C1C(=O)c2ccccc2C1=O)N1CCN(Cc2ccccc2)CC1	13	5
O=C(NC1CCS(=O)(=O)C1)c1ccc(S(=O)(=O)NCC2CCCO2)cc1 (centres undefined)	-22	4
CCCCn1c(SCc2nnc(-c3ccccc3)o2)nc2c1c(=O)n(C)c(=O)n2C	0	0

Additional results.
mol	TNAP inh Pi	TNAP pNPP inh
CC(Nc1ccc(Br)cn1)c1cc(Cl)ccc1O (centres undefined)	8	2
CCN1CCN(c2ncc3c(n2)CC(c2ccc(OC)c(OC)c2)CC3=O)CC1 (centres undefined)	-8	3
COc1ccc(S(=O)(=O)N2CCCC2C(=O)Nc2nc3c(s2)CCCC3)cc1 (centres undefined)	12	6
CC(C)/C=C1\CCCCC1N(C)C(=O)NC(C)C (centres undefined)	-4	5
Cc1ccc(S(=O)(=O)CC(=O)Nc2ccc(S(=O)(=O)Nc3onc(C)c3C)cc2)cc1	13	7
CSc1ccc(Cl)c(C(=O)NCC(C)C)c1	0	0
COc1ccc(-n2cnc3cc(NCc4cccs4)ccc32)cc1	-2	0
Cc1c(NC(=O)c2cccc(NC(=O)c3ccco3)c2)cccc1C(=O)O	0	0
Cc1cc(C)nc(Sc2ccc3nnnn3n2)n1	-9	5
C/C(=N\O)C1(C)N(O)C(C)(C)C(c2ccco2)=[N+]1[O-] (centres undefined)	0	0
O=C(Cn1nnc(-c2ccc3c(c2)OCO3)n1)NCc1ccco1	8	2
Cc1ccc(-c2cc(C(F)(F)F)n3ncc(C(=O)N4CCN(C)CC4)c3n2)cc1	2	6
CNC(=O)NC(=O)CSc1cccc(C(F)(F)F)c1	-12	4
N#Cc1c(N)nc(SCC(=O)NCc2ccc3c(c2)OCO3)c(C#N)c1-c1cccs1	2	0
Cc1cc2ncn(/N=C/c3cc(Br)ccc3O)c2cc1C	10	-1
CCN(CC)CCN1C(=O)C(O)=C(C(C)=O)C1c1ccccc1 (centres undefined)	0	-4
Cc1[nH]nc2c1C(C(C)C)C(C#N)=C(N)O2 (centres undefined)	14	6
O=C(O)CCc1nn2c3ccccc3nc2n(-c2ccccc2)c1=O	6	3
Cc1ccc(NC(=O)Cn2cnc3c(=O)n(C)c(=O)n(C)c32)c(C)c1	-7	-3
O=c1[nH]c2cc3c(cc2cc1CN(Cc1cccs1)Cc1nnnn1Cc1ccco1)OCCO3	8	3
CC1=C(C(=O)Nc2ccc(C)cc2)C(c2ccc(C)o2)C2=C(CC(C)(C)CC2=O)N1 (centres undefined)	3	-6
O=C(O)C1C2C=CC(C2)C1C(=O)NCCCn1ccnc1 (centres undefined)	7	5
Cc1ccc(-c2nc3ccccc3o2)cc1NC(=O)c1ccc2c(c1)OCO2	1	-5
O=C(CCC(=O)N1CCCc2ccccc21)N1CCN(S(=O)(=O)c2ccccc2)CC1	11	2
O=C(CCC1CCCC1)NCc1ccccn1	0	0
Nc1ccc(N2CCCCC2)cc1N1CCCCC1	9	4

An excerpt of these results, with two lines to a compound:
Below each SMILES: TNAP inh Pi, TNAP pNPP inh
- CC(Nc1ccc(Br)cn1)c1cc(Cl)ccc1O (centres undefined)
    8, 2
- CCN1CCN(c2ncc3c(n2)CC(c2ccc(OC)c(OC)c2)CC3=O)CC1 (centres undefined)
    -8, 3
- COc1ccc(S(=O)(=O)N2CCCC2C(=O)Nc2nc3c(s2)CCCC3)cc1 (centres undefined)
    12, 6
- CC(C)/C=C1\CCCCC1N(C)C(=O)NC(C)C (centres undefined)
    -4, 5
- Cc1ccc(S(=O)(=O)CC(=O)Nc2ccc(S(=O)(=O)Nc3onc(C)c3C)cc2)cc1
    13, 7
- CSc1ccc(Cl)c(C(=O)NCC(C)C)c1
    0, 0
- COc1ccc(-n2cnc3cc(NCc4cccs4)ccc32)cc1
    -2, 0
- Cc1c(NC(=O)c2cccc(NC(=O)c3ccco3)c2)cccc1C(=O)O
    0, 0
- Cc1cc(C)nc(Sc2ccc3nnnn3n2)n1
    -9, 5
- C/C(=N\O)C1(C)N(O)C(C)(C)C(c2ccco2)=[N+]1[O-] (centres undefined)
    0, 0
- O=C(Cn1nnc(-c2ccc3c(c2)OCO3)n1)NCc1ccco1
    8, 2
- Cc1ccc(-c2cc(C(F)(F)F)n3ncc(C(=O)N4CCN(C)CC4)c3n2)cc1
    2, 6
- CNC(=O)NC(=O)CSc1cccc(C(F)(F)F)c1
    -12, 4
- N#Cc1c(N)nc(SCC(=O)NCc2ccc3c(c2)OCO3)c(C#N)c1-c1cccs1
    2, 0
- Cc1cc2ncn(/N=C/c3cc(Br)ccc3O)c2cc1C
    10, -1
- CCN(CC)CCN1C(=O)C(O)=C(C(C)=O)C1c1ccccc1 (centres undefined)
    0, -4
- Cc1[nH]nc2c1C(C(C)C)C(C#N)=C(N)O2 (centres undefined)
    14, 6
- O=C(O)CCc1nn2c3ccccc3nc2n(-c2ccccc2)c1=O
    6, 3
- Cc1ccc(NC(=O)Cn2cnc3c(=O)n(C)c(=O)n(C)c32)c(C)c1
    -7, -3
- O=c1[nH]c2cc3c(cc2cc1CN(Cc1cccs1)Cc1nnnn1Cc1ccco1)OCCO3
    8, 3
- CC1=C(C(=O)Nc2ccc(C)cc2)C(c2ccc(C)o2)C2=C(CC(C)(C)CC2=O)N1 (centres undefined)
    3, -6
- O=C(O)C1C2C=CC(C2)C1C(=O)NCCCn1ccnc1 (centres undefined)
    7, 5
- Cc1ccc(-c2nc3ccccc3o2)cc1NC(=O)c1ccc2c(c1)OCO2
    1, -5
